D2 antagonist = antagonizes the human D2 dopamine receptor. 340,000 tested, 2% active. inhibition, % at 10 µM. HEK293 TREx D2 cells, calcium flux, dopamine EC80; in the data active = inhibition above about 30%; note: 0% is about no effect
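HEK293 T-REx D2 cells, tet-induced, calcium dye no-wash. Cpd pintool add, 180 s kinetic, then EC80 DA, 180 s kinetic. Ca flux read.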
IDH1 R132H inh = inhibitors of human mutant IDH1 R132H; O75874; IDH1-R132H enzyme, NADPH consumption, diaphorase/resazurin fluorescence; Potency, µM (top dose mostly 76.6 µM), for inactives: top-dose activity change, negative = inhibition, hits mostly inhibitors; 390,000 tested, 0.093% active; AID 602179; note: potency is the fitted concentration of half-maximal effect; % is set by controls: 0 for no effect and ±100 for the full control effect; nearly all actives have a fitted effect of over 65% in size
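IDH1-R132H (0.5 ug/mL) preincubated 30 min with compound, then NADPH (0.016 mM) and alpha-KG (2 mM) added; 80 min at RT, pH 7.5. Remaining NADPH coupled via diaphorase/resazurin to fluorescence (540/590 nm); concentration-response curves normalized to no-enzyme control.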
TrxR1 substrate = substrates of rat thioredoxin reductase 1; purified TrxR1 substrate turnover, NADPH consumption readout; Potency, µM (series often up to 114 µM), for inactives: top-dose activity change, negative = substrate turnover; 390,000 tested, 0.01% active; AID 588456; note: potency is the fitted concentration of half-maximal effect; % is set by controls: 0 for no effect and ±100 for the full control effect; nearly all actives have a fitted effect of over 50% in size
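Rat TrxR1, dispensed at 90 nM, was prereduced with 400 uM NADPH (final) for 5 min at ~22 deg C, then incubated with compound 15 min before 400 uM selenite. A first-read NADPH fluorescence drop versus no-compound background flagged substrates.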
USP1-UAF1 inh = blocks the human USP1/UAF1 deubiquitinase complex. Potency, µM (titrated, usually from 57.1 µM), without a hit: at the highest dose activity change, negative = inhibition, most hits filed as inhibitors. O94782. 390,000 tested, 0.23% active. recombinant USP1/UAF1, Ub-Rhodamine cleavage fluorescence; note: potency is the fitted concentration of half-maximal effect; % is set by controls: 0 for no effect and ±100 for the full control effect; nearly all actives have a fitted effect of over 60% in size; inactives centre near -12
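High-throughput fluorogenic screen: 1nM USP1/UAF1 complex, Ub-Rho substrate 150nM final, 50mM HEPES pH 7.8 with 0.5mM EDTA, 0.1 mg/ml BSA, 1mM TCEP and 0.01% Tween-20.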
TRHR ag = agonists of human TRH receptor | P34981 | TRHR cells, calcium flux fluo-8, FDSS agonist mode | activation, % at 2 µM | 360,000 tested, 0.18% active; in the data active = activation above about 30%; note: 0% is about no effect
Target sequence (P34981 whole entry, looked up): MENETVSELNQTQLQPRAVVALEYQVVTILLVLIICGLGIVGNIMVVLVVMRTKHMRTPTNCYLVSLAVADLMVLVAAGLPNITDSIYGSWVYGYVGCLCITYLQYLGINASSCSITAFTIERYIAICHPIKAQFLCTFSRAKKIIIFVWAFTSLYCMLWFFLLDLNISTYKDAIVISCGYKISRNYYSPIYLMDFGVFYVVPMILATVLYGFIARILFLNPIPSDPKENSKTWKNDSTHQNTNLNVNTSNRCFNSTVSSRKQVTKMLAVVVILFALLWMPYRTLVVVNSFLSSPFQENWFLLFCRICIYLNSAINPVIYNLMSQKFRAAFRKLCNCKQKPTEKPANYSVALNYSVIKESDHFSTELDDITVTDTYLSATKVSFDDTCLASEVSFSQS
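Agonist-mode FDSS calcium read (Ex 480/Em 530, 1 s cycles) in 1536-well TRHR cells with fluo-8 dye, after 10-cycle baseline and 23 nL compound addition; TRH at EC20 (10 nM final) added afterwards for the enhancer phase.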
TRHR PAM = allosteric enhancers of human TRH receptor; P34981; AID 493056; TRHR cells, fluo-8 calcium fluorescence, EC20 TRH enhancement; enhancement, % at 2 µM; 360,000 tested, 0.66% active; in the data active = enhancement above about 30%; note: 0% is about no effect
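Enhancer read-out: after compound pinning and an initial kinetic agonist-mode read, an EC20 of TRH (10 nM final) was injected and fluo-8 calcium signal (Ex 480/Em 530) followed at 1 s/cycle for 100 cycles in TRHR-expressing cells.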
PI4K2A inh = blocks human PI4K2A kinase activity | Q9BTU6 | purified PI4K2A, ADP-Glo luminescence, 1 h; active compounds read low | activity change, negative = inhibition, % at 76.9 µM | 420,000 tested, 0.13% active | AID 1346378; in the data active = activity change below about -50%; inconclusive = mostly about -30% to -49%;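 note: -100% = wells without enzyme as full effect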
Target sequence (Q9BTU6 whole entry, looked up): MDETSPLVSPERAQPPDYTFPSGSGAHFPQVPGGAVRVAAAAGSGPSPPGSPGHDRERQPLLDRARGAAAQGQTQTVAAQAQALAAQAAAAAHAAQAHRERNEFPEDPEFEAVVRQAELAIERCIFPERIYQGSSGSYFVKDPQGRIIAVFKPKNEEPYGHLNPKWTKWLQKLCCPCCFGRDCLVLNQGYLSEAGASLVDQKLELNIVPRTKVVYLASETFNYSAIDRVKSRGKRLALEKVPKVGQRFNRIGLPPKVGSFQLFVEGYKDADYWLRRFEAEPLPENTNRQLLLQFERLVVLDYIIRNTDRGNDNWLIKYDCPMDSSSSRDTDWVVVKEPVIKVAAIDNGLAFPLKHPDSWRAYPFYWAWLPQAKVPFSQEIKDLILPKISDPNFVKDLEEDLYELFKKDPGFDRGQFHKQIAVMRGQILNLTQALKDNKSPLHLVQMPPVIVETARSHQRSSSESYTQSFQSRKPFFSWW
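ADP-Glo luminescence measured ADP generated by PI4K2A enzyme (4 ug/mL before mixing) with 1.2 mM PI substrate (pre-mix) and 300 microM ATP (pre-mix). Tris pH7.5 buffer with MgCl2, Triton X-100; 1 h reaction at ambient temperature.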
rTrxR1 inhibitor = rat TrxR1 inhibition; recombinant rTrxR1, NADPH fluorescence consumption, selenite substrate; Potency, µM (doses to about 114 µM), inactives show top-dose activity change, negative = inhibition, usual class: inhibitors; 390,000 tested, 1% active; note: potency is the fitted concentration of half-maximal effect; % is set by controls: 0 for no effect and ±100 for the full control effect; nearly all actives have a fitted effect of over 65% in size
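Rat TrxR1 (90 nM in the dispensed reagent) was pre-reduced with 400 uM NADPH for 5 min at room temperature, then incubated with compound for 15 min. After 400 uM selenite was added, NADPH fluorescence (Ex 340/Em 450 nm) was followed for 8 min.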
D2 ag = activates the human D2 dopamine receptor; 340,000 tested, 0.53% active; AID 485358; HEK293 T-REx D2 cells, calcium flux agonist mode; P14416; activation, % at 2 µM;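 active = activation over 3 SD above normal in the single-dose calcium agonist read, cut at about 30% in these data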; note: 0% is about no effect
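Agonism scored from kinetic calcium signal (1 read/sec, 180 s) following compound pin transfer, after a 10 s baseline. Cells: HEK293 Trex line expressing inducible D2 receptor coupled to calcium, dye-loaded after overnight culture at 30 C.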
* marks the source's active call; other numbers are inactive results; ? = inconclusive; nt = no result given; [ ] = remark or other dose. Unless noted, calls come from the whole dose curve; as a rule, active = well fitted inhibition curve with a large enough effect; inconclusive = small, poorly fitted or top-dose-only effect; inactive = no such curve, though single readings can be large or run the other way.

A first look:
SMILES	D2 antagonist	IDH1 R132H inh	TrxR1 substrate	USP1-UAF1 inh	TRHR ag	TRHR PAM	PI4K2A inh	rTrxR1 inhibitor	D2 ag
CCOC(=O)C(CC)n1cnc2c(nnn2-c2ccc(F)cc2)c1=O (centres undefined)	-11	0%	7%[57.1 µM]	-10%	0.5	-5	-4	9%[57.1 µM]	-0.7
O=S(=O)(NC1CCCCC1)c1cccs1	25	0%	8%	-9%	0.4	0	-2	36%	-0.3

Results, from the first entry:
SMILES	D2 antagonist	IDH1 R132H inh	TrxR1 substrate	USP1-UAF1 inh	TRHR ag	TRHR PAM	PI4K2A inh	rTrxR1 inhibitor	D2 ag
CCOC(=O)C(CC)n1cnc2c(nnn2-c2ccc(F)cc2)c1=O (centres undefined)	-11	0%	7%[57.1 µM]	-10%	0.5	-5	-4	9%[57.1 µM]	-0.7
O=S(=O)(NC1CCCCC1)c1cccs1	25	0%	8%	-9%	0.4	0	-2	36%	-0.3
Clc1cccc(CSc2nnc([C@@H]3CCCN3)o2)c1	-9	13%	-4%	-5%	0.1	11	4	-25%	-2.8
O=C(NC1CCCC1)C(c1ccncc1)N(C(=O)c1csnn1)c1ccccc1F (centres undefined)	8	1%	6%	-17%	-0.2	28	-1	18%	-1.3
CCC(CC)CN1CCN=C1Nc1ccccc1	-8	-6%	5%	-16%	0.2	-2	-2	19%	0.9
CC(CNC(=O)c1ccc(Cn2c(=O)c3cccn3c3cccnc32)cc1)c1ccccc1 (centres undefined)	nt	6%	18%	-12%	0.8	1	0	52%[activator]	0.3
O=C(Nc1nc2ccccc2n1CCOc1ccc(Cl)cc1)c1ccco1	nt	13%	13%[57.1 µM]	-11%	0.4	-2	-3	12%[57.1 µM]	nt
O=C(NCc1ccc2c(c1)CCN2C(=O)c1ccc(Cl)cc1)c1cccc(F)c1	nt	-2%	-8%[57.1 µM]	-8%	-0.2	-8	3	-1%[57.1 µM]	0.1
Nc1cc(=O)[nH]c(SCC(=O)NNC(=O)c2ccccc2)n1	-14	4%	-6%	-8%	0.4	2	1	0%	-0.2
Cc1cc(C)n(CC(O)Cn2c3ccc(Br)cc3c3cc(Br)ccc32)c(=O)n1 (centres undefined)	8	5%	3%	-10%	-0.6	-14	-5	42%[activator]	2.3
N#Cc1c(N2CCCC2)nsc1-c1ccccc1	6	6%	-8%	-2%	0.0	-1	0	-1%	-0.2
Cc1ccc(NC(=O)CCC(=O)N/N=C/C=C/c2ccccc2)cc1	2	0%	3%	-19%	0.2	3	-1	16%	0.8
Cc1ccc(N2CC(C)Cn3c2nc2c3c(=O)n(Cc3cccc(Cl)c3)c(=O)n2C)cc1 (centres undefined)	nt	-14%	1%	8%	-0.1	5	0	9%	0.5
O=C1c2ccccc2CN1CCSC(=S)N1CCSCC1	6	nt	nt	nt	-0.2	-7	nt	nt	-0.9
CCC(C)N(C(=O)c1csnn1)C(C(=O)NCc1ccc(F)cc1)c1ccccc1F (centres undefined)	-3	-8%	-5%[57.1 µM]	-8%	0.2	-8	-1	-5%[57.1 µM]	0.8
COc1cc(/C=C2/C(=O)NN(c3ccc(Cl)cc3)C2=O)ccc1OC(=O)c1ccco1	-7	0%	-4%	-12%	0.5	-1	-4	?	-0.1
CC1CCC(NC(=O)C2COc3ccccc3O2)CC1 (centres undefined)	-8	0%	3%	0%	0.8	3	-2	-22%	-1.1
CCOC(=O)N/N=C/C=C/c1ccccc1[N+](=O)[O-]	26	2%	7%[57.1 µM]	-23%	0.0	0	3	15%	-1.1
c1ccc(-c2nnc(N3CCCC3)nc2-c2ccccc2)cc1	4	-9%	-4%	-10%	1.4	-14	3	-4%	2.5
Cc1ccsc1/C=N/Nc1ncc(Cl)cc1Cl	19	7%	-13%	-23%	-0.6	3	-3	13%[57.1 µM]	0.3
CC(=O)Nc1ccc(NC(=O)C(NS(=O)(=O)c2ccc3c(c2)OCCO3)C(C)C)cc1 (centres undefined)	-7	-3%	1%	-18%	1.0	3	-8	16%	0.0
COc1ccccc1CC(=O)Nc1cccc(C(=O)NN2C(=O)c3ccccc3C2=O)c1	2	7%	-13%	-13%	-1.5	2	-5	-8%	-0.3
O=C(Cn1cc2c(n1)CCCCC2)Nc1ccccc1Br	6	-1%	2%	-24%	-0.1	-2	-18	13%	-0.6
CC(C)(C)c1ccc(/C=N/NC(=O)C(=O)NCCCN2CCOCC2)cc1	-4	19%	6%[57.1 µM]	-15%	0.4	1	-6	9%[57.1 µM]	-0.8
COc1ccc(-c2nc3n(c2Br)CCC3)cc1	-16	6%	-10%	0%	-0.2	-1	14	5%[57.1 µM]	0.7
Cc1cc(C)n(CC(=O)NC2CCCCC2)n1	-18	6%	3%	-10%	-0.1	3	6	19%	0.2
CSc1nn(CCc2ccncc2)c(=S)s1	-28	0%	1%	-9%	-0.6	2	9	?	-0.9
CC(=O)C1=C(O)C(=O)N(Cc2cccnc2)C1c1ccccc1Cl (centres undefined)	2	6%	-9%	-13%	0.1	-3	-1	-7%	0.0
CCc1nn(C(C)C(=O)NCCc2ccccc2)c(=O)c2cc3occc3n12 (centres undefined)	-6	-4%	1%	-3%	0.2	0	-3	19%	-0.5
CCOc1cc(-c2cc(-c3ccc(OC)cc3)nc(N)c2C#N)ccc1O	23	-5%	29%	-15%	0.0	-1	1	2%	0.7
CN(C)C1=NCCN1CC1CCCC1	-8	0%	5%[57.1 µM]	-14%	0.0	1	3	14%[57.1 µM]	0.2
CC1CCC(C(C)C)C(OC(=O)COC(=O)c2cc(O)ccc2N)C1 (centres undefined)	5	4%	36%[activator]	-22%	-0.3	2	-3	5%	-1.3
Cc1ccn2c(c1)nc(=S)n2C(=O)c1ccco1	1	nt	nt	nt	0.0	-2	nt	nt	-1.1
COC(=O)c1ccc(C(=O)OC)c(NC(=O)COC(=O)c2ccccc2OC)c1	-10	3%	-21%[57.1 µM]	-20%	-0.5	-1	-7	12%[57.1 µM]	-1.1
COc1ccc(Cc2nnc(SCC(=O)N3CCCC3)o2)cc1	1	-15%	-3%	-10%	0.1	-3	0	11%	-0.3
CCCCCCCCNC(=O)c1cnccn1	9	4%	-6%	-18%	0.1	-5	-3	0%	1.9
CCCCC(=O)N1CCN(c2nc3ccc(Cl)cc3s2)CC1	-3	0%	2%	-30%	-0.5	-1	-2	3%	0.1
COc1ccc(NC(=O)CCCSc2ccccc2)cc1	-2	3%	-7%[57.1 µM]	-22%	-0.2	6	4	15%	2.2
CCOC(=O)N1CCN(CC(=O)Nc2ccc(F)c(F)c2)CC1	-14	-4%	-1%[57.1 µM]	-4%	0.1	-2	4	3%[57.1 µM]	0.2
CCOC(=O)[C@H]1[C@H]2COc3ccc(C)cc3[C@@H]2N2C(=O)c3cc(Cl)ccc3NC(=O)[C@@]12C	-12	9%	-1%[57.1 µM]	-28%	0.3	-3	3	16%[57.1 µM]	0.3

For convenience, some entries already given:
SMILES	D2 antagonist	IDH1 R132H inh	TrxR1 substrate	USP1-UAF1 inh	TRHR ag	TRHR PAM	PI4K2A inh	rTrxR1 inhibitor	D2 ag
COc1ccc(Cc2nnc(SCC(=O)N3CCCC3)o2)cc1	1	-15%	-3%	-10%	0.1	-3	0	11%	-0.3
CCCCCCCCNC(=O)c1cnccn1	9	4%	-6%	-18%	0.1	-5	-3	0%	1.9
CCCCC(=O)N1CCN(c2nc3ccc(Cl)cc3s2)CC1	-3	0%	2%	-30%	-0.5	-1	-2	3%	0.1
COc1ccc(NC(=O)CCCSc2ccccc2)cc1	-2	3%	-7%[57.1 µM]	-22%	-0.2	6	4	15%	2.2
CCOC(=O)N1CCN(CC(=O)Nc2ccc(F)c(F)c2)CC1	-14	-4%	-1%[57.1 µM]	-4%	0.1	-2	4	3%[57.1 µM]	0.2
CCOC(=O)[C@H]1[C@H]2COc3ccc(C)cc3[C@@H]2N2C(=O)c3cc(Cl)ccc3NC(=O)[C@@]12C	-12	9%	-1%[57.1 µM]	-28%	0.3	-3	3	16%[57.1 µM]	0.3

Continuation.
SMILES	D2 antagonist	IDH1 R132H inh	TrxR1 substrate	USP1-UAF1 inh	TRHR ag	TRHR PAM	PI4K2A inh	rTrxR1 inhibitor	D2 ag
COc1ccc(/C=N/NC(=O)c2cccc(NC(=O)c3ccccc3Cl)c2)cc1	17	-1%	3%	-19%	-1.3	0	-1	2%	-0.4
CCOC(=O)C1=C(C)N(c2nonc2NC(C)=O)C(N)=C(C#N)C1c1ccccc1F (centres undefined)	-3	-3%	-11%	-5%	-0.2	-4	6	0%[57.1 µM]	-0.7
CC1CCN(c2oc(-c3ccc(COc4ccccc4)o3)nc2C#N)CC1	nt	-15%	32%[activator]	-32%	0.4	-2	-2	30%	-0.1
CC(/C=C1\SC(=S)N(NC(=O)c2ccccc2C)C1=O)=C\c1ccccc1	9	-1%	-5%[11.4 µM]	-15%	-0.6	-4	-10	-3%[11.4 µM]	0.3
CC(C)C(NC(=O)CN(c1ccc2c(c1)OCCO2)S(=O)(=O)c1ccccc1)C(C)C	nt	0%	-4%	-21%	nt	nt	4	5%	nt
Cc1ccc(NC(=O)CN2CCC(NC(=O)C3CCCCC3)CC2)c(Br)c1	5	-7%	-2%	-10%	-0.2	1	-4	14%	-1.6
CCc1cc(C(=O)Cc2cnn(-c3ccccc3)c2)c(O)cc1O	-12	7%	-2%	-12%	-0.3	1	1	3%	-0.4
CCOc1ccc(Nc2c(S(=O)(=O)c3ccc(Cl)cc3)cnc3ccc(OC)cc23)cc1	nt	-12%	2%	-23%	0.1	-10	0	10%	-0.3

Screens deposited in PubChem BioAssay by National Center for Advancing Translational Sciences (NCATS).
